High-throughput results: PubChem, National Center for Advancing Translational Sciences (NCATS)
Lipid storage S3: qHTS Assay for Lipid Storage Modulators in Drosophila S3 Cells. Drosophila S3 cells, BODIPY lipid droplet fluorescence, 18-24 h; cells fed with added oleic acid. lipid storage change, negative = inhibition, % at the top dose, mostly 46.1 µM; hits show Potency in µM. 0.64% of 320,000 active; active = well fitted inhibition curve with a large enough effect in the signal ratio, with a control signal flat, not every such curve was filed as active; inconclusive = small, poorly fitted or top-dose-only effect, or effect the other way, or a change in a side signal; the % refers to the signal ratio
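Drosophila S3 cells loaded with oleic acid (400 uM, as added) and compounds at several concentrations; lipid droplets imaged by 488-nm laser-scanning cytometry, 500–530 nm intensity and object ratio to cell channel. Percent activity normalized to 20 uM Triacsin C.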
Lipid storage S3 cell count max: further read-out of Lipid storage S3, marked with its call; cell number change, %; measured here: cell count max response;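 cells counted by Cell Tracker Red CMTPX staining in the red channel; peak over a dose series mostly up to 46.1 µM; percent activity relative to internal control wells on each plate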
* marks the source's active call; other numbers are inactive results; i = inactive; u = inconclusive; x = not tested or not shown. % is set by controls: 0 for no effect and ±100 for the full control effect; potency is the fitted concentration of half-maximal effect.

SMILES	Lipid storage S3	Lipid storage S3 cell count max
COc1ccc(/C=N/OC(=O)Nc2ccccc2)cc1[N+](=O)[O-]	u	x
CC(C)CC(=O)N1CCN(C(=O)c2ccco2)CC1	u	x
O=C(Nc1ccc(-c2nc3ccccc3o2)cc1)c1ccc(N2C(=O)C3C4C=CC(C4)C3C2=O)cc1 (configuration not stated)	i	x
COc1cccc(NC(=O)CSc2ccc3nnc(-c4ccccn4)n3n2)c1	8.8%	1.7
COc1ccc2c(c1)c(/C=N/Nc1ccc(C(=O)O)cc1)c(C)n2C	u	x
O=c1c(-c2nc3ccccc3s2)cccn1Cc1ccccc1	u	x
CNC(=O)/C(C#N)=C/c1cc(C)n(-c2ccc(N3CCOCC3)cc2)c1C	u	x
O=C(N/C(=C\c1ccc([N+](=O)[O-])cc1)C(=O)N1CCOCC1)c1ccccc1	3.3%	9.6
Cc1ccc(C(=O)Nn2cnnc2)cc1S(=O)(=O)N1CCOCC1	26.6%	-0.6
CCCC1(C(=O)OCC)NC(c2ccc(OC)cc2OC)C2C(=O)N(c3ccccc3)C(=O)C21 (configuration not stated)	-12.0%	-24.6
CCC(c1ccccc1)c1nnc(NC(=O)c2ccco2)s1 (configuration not stated)	u	x
O=C(NCC1CCN(Cc2cccc(Cl)c2)CC1)C1CCCN(c2ncnc3c2nc2n3CCCCC2)C1 (configuration not stated)	u	x
O=[N+]([O-])c1ccc(NC(=S)NCCc2ccccc2)cc1	u	x
O=c1cnn(-c2ccc(Cl)cc2Cl)c(-c2ccccc2)c1	u	x
O=C(COC(=O)c1ccc([N+](=O)[O-])s1)Nc1cccc(S(=O)(=O)NC2=NCCCCC2)c1	u	x
COc1ccc(CCNC(=O)c2cccc(S(=O)(=O)N3CCCC3)c2)cc1OC	-19.0%	-16.2
Cc1ccc(CSc2nnc([C@@H]3CCCN3C(=O)OC(C)(C)C)o2)cc1	4.0%	17.7
CN(Cc1cn(C)nc1-c1ccccc1F)C1CCOC1 (configuration not stated)	u	x
COc1ccc(C(=O)NCc2ccccc2CN2CCCC2)cc1S(=O)(=O)N1CCOCC1	u	x
CCOc1cc(-c2cc(-c3ccc(OC)cc3)nc(N)c2C#N)ccc1O	u	x
COc1ccc(NC(=O)CSc2nc3[nH]c(=O)[nH]c(=O)c3s2)cc1OC	i	1.8
COc1cc(CN(C)Cc2cccc3ccccc23)cc([N+](=O)[O-])c1O	21.4%	1.5
O=C(NCC(=O)N(c1ccccc1)C(C(=O)NC1CCCC1)c1ccncc1)c1cccs1 (configuration not stated)	u	x
CNCc1ccc(OCc2ccccc2)c(OC)c1	u	x
Cc1ccc2[nH]c(=O)c(-c3noc(CC(C)C)n3)cc2c1	11.4%	-9.3
CCC(=O)NC1(C(F)(F)F)C(=O)Nc2c1c(=O)n(C)c(=O)n2C (configuration not stated)	i	7.5
CCOC(=O)C(Cc1ccccc1)NC(=O)CCC(=O)c1ccc(OC)cc1 (configuration not stated)	-14.4%	-17.4
COCCn1cc(C(=O)c2ccccc2OCC(=O)Nc2cc(C)on2)cc(C#N)c1=O	i	x
N#Cc1nc(COc2ccccc2)oc1N1CCCC1	u	x
C/C(=N/NC(=O)c1cccs1)c1ccco1	u	x
O=C(N/N=C/c1ccc(OCC(=O)N2CCCCC2)cc1)c1ccccc1O	-0.4%	9.2
C/C(CC(=O)Nc1cc(C)ccn1)=N\NC(=O)c1ccncc1	u	x
CC1=C(C(=O)OC(C)C)C(c2ccc(N(C)C)cc2)C2=C(CC(C)(C)CC2=O)N1 (configuration not stated)	i	6.8
CCC(=O)Nc1nnc(-c2ccccn2)o1	-2.7%	-14.1
CCOC(=O)c1sc(NC(=S)NC(=O)c2ccc(OC)cc2)nc1C	-21.2%	1.3
C=CCNc1nc(C(=O)OCC(=O)Nc2cccc(SC)c2)cs1	u	x
CCCCNC(=O)CCC(=O)NNc1nc2ccccc2c2nc(-c3ccccc3)nn12	12.4%	-25.1
Cc1nnc(NNS(=O)(=O)c2ccc(Cl)cc2)[nH]c1=O	-8.3%	3.4
Cc1ccc(NC(=O)CCC(=O)NNC(=O)COc2cccc3ccccc23)c(C)c1	-12.3%	14.6
CCOC(=O)COc1ccc2c(c1)c(C(=O)OCC)c(C)n2CC	u	x
CN(C)C(=O)CCCCCCCCC(=O)N(C)C	1.6%	7.7
CC(C)(C)OC(=O)N1CCC2(CC1)C(C#N)=C(N)OC1=C2C(=O)CCC1	u	x
CCNC(=O)C(=O)NCCc1ccc(Cl)cc1	15.3%	-6.5
COc1ccccc1OCC(=O)Nc1ccccc1C(=O)NCc1ccco1	2.6%	-24.9
CC(=C/c1ccccc1)/C=C1/SC(N2CCOCC2)=NC1=O	-6.5%	-8.8
O=C(O)c1cc2ccccc2cc1Nc1ccccc1	-1.5%	21.8
COc1ccc(C(=O)CSc2nncn2C)cc1	u	x
O=C(c1ccccc1NS(=O)(=O)c1cccc(C(F)(F)F)c1)N1CCc2ccccc21	u	x
Cc1ccc(C2C3=C(CCCC3=O)Nc3[nH]c(=S)[nH]c(=O)c32)cc1 (configuration not stated)	u	x
COc1cccc(CNS(=O)(=O)c2cn(C)cn2)c1	4.7%	1.9
O=C(O)CC(NC(=O)Nc1ccccc1)c1ccc(OC2CCCC2)cc1 (configuration not stated)	1.3%	9.1
CCOc1ccc(NC(=O)CSc2nc3ccccc3nc2N2CCOCC2)cc1	20.6µM*	-28.0*
COc1cc(S(=O)(=O)N2CCCCC2)ccc1NC(=O)c1ccccc1Cl	1.0%	-10.9
Cc1ccc(C2(O)CN(c3ccccc3C)C3=[N+]2CCS3)cc1 (configuration not stated)	1.7%	0.6
COc1ccccc1NC(=O)C[n+]1ccccc1	-16.4%	17.6
O=C(COC(=O)c1ccc(S(=O)(=O)NCc2ccco2)cc1)NC1CCCCC1	6.5%	1.0
CCOc1cc(N2CCOCC2)c(OCC)cc1NC(=O)Cc1cccc2ccccc12	u	x
O=C(NCc1ccc(F)cc1)C1CC(=O)N(C2CCCC2)C1 (configuration not stated)	-0.7%	2.7
Cn1c(SCC(=O)Nc2ccccc2F)nnc1-c1cccs1	i	14.3
Cc1ccc(S(=O)(=O)NC(CC(=O)NCC2CCCO2)c2ccccc2)cc1 (configuration not stated)	u	x

Carrying on.
SMILES	Lipid storage S3	Lipid storage S3 cell count max
COc1ccc(S(=O)(=O)NCc2ccc(C(=O)NCCCN3CC(C)CC(C)C3)cc2)cc1 (configuration not stated)	u	x
Cc1ccc(S(=O)(=O)Nc2ccc3[nH]ccc3c2)cc1	8.8%	9.6
CCN1C(=O)/C(=C\C(=O)c2cccs2)c2cc(Br)ccc21	u	x
CCCC(=O)Nc1cccc(-c2nc3ccccc3o2)c1	-16.0%	-27.2
O=[N+]([O-])c1ccc(C[n+]2ccccc2)cc1	i	-3.2
COC(=O)C1=C(C)NC(C)=C(C(=O)OC)C1c1ccc(-c2cc(Cl)ccc2Cl)o1	11.0%	9.4
CC(=O)C1=C(O)C(=O)N(c2cc(C(C)(C)C)on2)C1c1ccc(C(C)C)cc1 (configuration not stated)	u	x
CCCSc1nc2c(c(=O)n(C)c(=O)n2C)n1Cc1ccc(C)cc1	u	x
COc1ccc(C2=NS(=O)(=O)N(C)C(C(=O)N3CCCCC3)=C2)cc1OC	u	x
Cc1cccc(NC(=O)C2CC(O)CN2C(=O)OCc2ccccc2)c1 (configuration not stated)	2.1%	11.7
CSc1nc2nc3c(cc2c(=O)n1-c1ccc(C)cc1)COC(C)(C)C3	-3.1%	14.9
COc1ccc(NS(=O)(=O)c2ccc(O)c(NC(=O)c3ccc(S(=O)(=O)N4CCCCCC4)cc3)c2)cc1	-2.7%	1.0
Cc1nc2cc(NC(=O)NC(C)(C)C)ccc2n1C	-1.5%	21.8
CCn1c(SCC(=O)C(C)(C)C)nnc1-c1ccccn1	6.7%	2.4
CCN(CC)S(=O)(=O)c1ccc(C)c(NC(=O)CNc2cccc(S(=O)(=O)N3CCOCC3)c2)c1	u	x
CCOC(=O)c1nnn(-c2ccccc2)c1C	1.4%	4.6
COCC(=O)N/N=C(\C)CC(=O)Nc1ccccc1C(N)=O	4.1%	-1.8
COc1ccc(CNC(=O)CCCn2nc(C)c([N+](=O)[O-])c2C)cc1OC	-7.4%	-12.0
COCCCNC(=S)N1CCN(Cc2ccc3c(c2)OCO3)CC1	29.5%	8.2
Cc1cc(=O)oc2cc(NC(=O)C3CCCC3)ccc12	u	x
COc1cccc(Nc2nnc(SCC(=O)N3CC(=O)Nc4ccccc43)s2)c1	-8.4%	5.4
COc1ccc(-c2noc(-c3ccccc3C(=O)Nc3cccnc3)n2)cc1OC	-17.2%	x
CCNc1nc(-c2cc3ccccc3o2)cs1	28.7%	26.4
CC(C)n1cc(/C=N/Nc2ccc(Cl)c(C(=O)O)c2)c2ccccc21	u	x
CCCCOc1ccc(NC(=O)Nc2nnc(C)s2)cc1	8.0%	15.8
CNC(=O)c1cnn(-c2nc(-c3ccc(OC)cc3)cs2)c1C(F)(F)F	24.0%	x
COc1ccc(S(=O)(=O)N2CCC(O)(c3ccc(Cl)cc3)CC2)cc1	u	x
CC(=O)N(C(C)=O)c1nc(-c2ccccc2)cn1/N=C/c1cccc([N+](=O)[O-])c1	u	x
C/C(=N\O)c1ccc(N2C(=O)C3CC=C(Cl)CC3C2=O)cc1 (configuration not stated)	2.3%	12.4
CCCCn1c(-c2ccc(Cl)cc2)nc2c(=O)n(C)c(=O)[nH]c21	u	x
Nc1ncccc1C(=O)OCC(=O)NC1CCCCCC1	u	x
CCc1ccc(-c2nc(CS(=O)CC(=O)NCc3ccccc3)c(C)o2)cc1 (configuration not stated)	i	0.8
Cc1ccc(CS(=O)(=O)CCC(=O)NC2CC2)cc1	-8.1%	14.8
Cc1ccc(Cc2nnc(SCC(=O)Nc3ccccc3Cl)[nH]c2=O)cc1	u	x
COc1ccc(NC(=S)NCCCN2CCCC2=O)c(OC)c1	-31.0%	-22.1
O=C(CN1C(=O)CSC1=O)N1CCc2ccccc2C1	i	x
O=C(Nc1ccc(S(=O)(=O)N2CCCCC2)cc1)c1cnccn1	u	x
COc1cc(C(=O)N2CCN(C(=O)c3ccco3)CC2)cc(OC)c1OC	16.4%	-6.9
CCCOC(=O)c1ccc(NC(=O)c2cc(OC)c(OC)c(OC)c2Br)cc1	i	x
COCCC(=O)N1CCCC(CCC(=O)NCc2ccc(F)c(F)c2)C1 (configuration not stated)	u	x
CC(NC(=O)c1cccc(S(=O)(=O)N2CCN(C)CC2)c1)C1CC2CCC1C2 (configuration not stated)	u	x
CCOc1ccc(Br)cc1S(=O)(=O)NCCN1CCCC1	6.0%	18.0
Cc1cccc(NC(=O)CNC(=O)c2cn(Cc3ccccc3)nc2-c2cccnc2)c1C	u	x
Cc1cccc(OCc2nnc(N)s2)c1C	u	x
CCOC(=O)c1ccc(-n2c(CC)nc3ccccc3c2=O)cc1	u	x
Cc1oc2ccc(NS(=O)(=O)c3ccccc3)cc2c1C(=O)Nc1ccccc1	u	x
CC(NC(=O)c1ccc(C(F)(F)F)cc1)C(c1ccccc1)N1CCOCC1 (configuration not stated)	u	x
O=C(NCc1ccc(Cl)cc1)C1CCCN(c2cnccn2)C1 (configuration not stated)	i	x
O=S(=O)(c1cccc2cccnc12)N(CCO)CCO	-7.5%	-16.7
Cc1ccc(S(=O)(=O)N2CCCC(C(=O)NC3=NCCS3)C2)cc1 (configuration not stated)	u	x
O=C(O)CCCNC(=O)CCn1nnc2ccccc2c1=O	11.8%	2.6
COc1ccc(C2/C(=C(/O)c3ccc(S(=O)(=O)N4CCOCC4)cc3)C(=O)C(=O)N2CCN2CCOCC2)cc1 (configuration not stated)	i	1.3
CCCCc1n[nH]c2c1/C(=N/OCC)CC(C)(C)C2	18.3%	-26.3
COc1ccc(N2CCN(CCN3C(=O)c4ccccc4C3=O)CC2)cc1	i	26.9
C=C(C)Cn1cnc2cc(C)c(C)cc21	9.2%	6.5
CC1(C)C2CCC13CS(=O)(=O)N[C@@H]3C2 (some centres not stated)	u	x
Oc1cccc(/C=N/c2c(-c3ccco3)nc3ccccn23)c1	26.1%	x
COc1ccc(CCNC(=O)c2ccccc2Cl)cc1OC	u	x
COc1ccc(CN2CCn3ncc(C(=O)Nc4cccc(C)c4)c3C2=O)cc1	u	x

The list is partial; count on the stated rates, not on these rows.
